mHTT CaM bind: mutant huntingtin-calmodulin interaction inhibitors – biochemical, AlphaScreen, primary screen; AlphaScreen His-mHTT/GST-CaM binding, luminescence; inhibition, % at 15 µM; 3.6% of 190,000 active; AID 1671202, 2021;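 note: 0% = both proteins with DMSO and 100% = one protein alone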
Pf apPOL inh: Pf-apPOL inhibitors, biochemical, fluorescence. Plasmodium falciparum apicoplast DNA polymerase (apPOL). Recombinant Pf-apPOL, molecular beacon fluorescence, 1.5 h. inhibition, % at 10 µM. 0.25% of 210,000 active. AID 1794808, 2022
* marks the source's active call; other numbers are inactive results; i = inactive; . = not tested or not shown; & = joins results of further samples. Cut-off read from the data, not from the text of the source: active = inhibition above about 50%; inactive = the rest.

SMILES	mHTT CaM bind	Pf apPOL inh
COc1ccccc1N(CC(=O)NC1CC2CCC1C2)S(=O)(=O)c1ccc(C)cc1 (configuration not stated)	4	5
O=C(O)c1n[nH]c(=O)c2ccccc12	-2	-2
CC(=O)NCCC1CCN(C(=O)c2ccccc2)CC1	6	-9
O=C(NCC1CCCO1)c1cc2cc([N+](=O)[O-])ccc2oc1=O (configuration not stated)	-5	-4
O=[N+]([O-])c1ccc(C=Cc2ccc([N+](=O)[O-])o2)cc1	.	-8
O=C(c1cncc(Br)c1)N1CCN(c2ccc(-c3cccs3)nn2)CC1	7	-3
O=C(Nc1nnc(Cc2ccc(Cl)cc2)s1)c1ccccc1I	4	0
COc1ccccc1C1(C(=O)NCC2(O)CCc3ccccc3C2)CCOCC1 (configuration not stated)	5	2
Cn1cccc1C(=O)N1CCCC1c1nc(-c2ccccc2)n[nH]1 (configuration not stated)	3	-8
COc1ccc(N2CC(C(=O)N3CCOCC3)CC2=O)cc1 (configuration not stated)	-2	2
O=C(CCC1CCN(c2cc(NC3CC3)ncn2)CC1)NCc1ccccc1F	-1	-1
O=C(NC1CCCC1)c1cnc2n(c1=O)CCS2	-2	-8
O=C(C1CCCCC1)N1C[C@H](O)[C@@H](n2cc(C3CC3)nn2)C[C@@H]1c1ccccc1	6	-4
C=CCNC(=O)C(=O)Nc1cccc(N2CCCCC2=O)c1	-6	0
Cc1cc2c(=O)n(CC(=O)Nc3cccc(C(F)(F)F)c3)ccc2s1	-2	-3
Cn1cccc1-c1cc2n(n1)CCCN2C(=O)CCC(=O)NCCCN1CCOCC1	10	0
CCOC(=O)c1c(NC(=O)CC(NCc2cccnc2)C(=O)O)sc2c1CCCC2 (configuration not stated)	-11	-10
CCCn1cnnc1C1CCCCN1C(=O)Cc1cccnc1 (configuration not stated)	-7	3
COc1ccc(-c2noc(C3CCCN3C(=O)Nc3ccc(OC)c(OC)c3)n2)cc1 (configuration not stated)	28	-2
O=C(Nc1ccc(C(=O)NC2CCCCC2)cc1)c1cccnc1	4	0
O=C(CSC1=NC(=O)C(c2ccccc2)C(=O)N1)Nc1ncc([N+](=O)[O-])s1 (configuration not stated)	-2	-9
OCCNc1ncnc2c1oc1ccccc12	-3	-7
CNC(=O)CN1C(=O)/C(=C/c2ccccc2C)Sc2ccccc21	5	-4
CCN(CC)CC(=O)Nc1ccccc1C(=O)Nc1ccccc1	-7	-9
CCOc1cc(CN2CCCC2c2cc(C)no2)ccc1OCC(N)=O (configuration not stated)	3	-2
Cc1nc(-n2cccc2)sc1C(=O)NCCc1ccsc1	-7	-28
COc1cc(C(=O)n2nc(C)cc2C)cc(OC)c1OC	1	0
N#Cc1ccc(-c2ccncc2)nc1SCC(=O)Nc1nc2ccccc2s1	2	6
O=C(Oc1ccc2c3c(c(=O)oc2c1)CCCC3)c1ccccc1	0	3
N#Cc1c(N2CCCCC2)nc(-c2ccco2)c2c1CCCC2	-3	-2
CCn1c(C2CCN(S(=O)(=O)c3cc(F)cc(F)c3)C2)nc2ccncc21 (configuration not stated)	2	-3
CC(C)C(=O)Nc1cccc(COc2ccc(CN(CCc3ccccc3)C(=O)OC(C)(C)C)cc2)c1	-13	-4
Cc1ccc(-n2nc3c(c2NC(=O)c2ccc(Br)o2)CSC3)cc1	47	-6
CC1=C(C(=O)Nc2ccc(Cl)cc2)C(c2ccc(F)cc2)n2nnnc2N1 (configuration not stated)	3	-1
Cc1cccc(N=C2NC(=O)c3cccc([N+](=O)[O-])c32)c1	-1	-5
CC(C)c1cc(C2CCCN2C(=O)c2cc(C3CC3)on2)no1 (configuration not stated)	-4	8
CCc1cccc(C)c1NC(=O)c1cc2ccccc2c(=O)o1	-1	-11
CCOc1ccc(C(=O)Nc2c3c(nn2-c2ccc(Cl)cc2)CSC3)cc1	-5	-6
CCn1ccc2c(cc(C(=O)Nc3ccc(Cl)cc3C)n2C)c1=O	-5	-2
CC(C)(C)C(=O)N1CCCC2(C1)Nc1ccccc1NC2=NCc1ccccc1 (configuration not stated)	100*	-1
COc1ccc(C2=N/C(=C\c3c(F)cccc3Cl)C(=O)O2)cc1OC	7	0
O=C(CC1SC(=O)NC1=O)Nc1ccc(Cl)cc1 (configuration not stated)	-1	-3
Cc1ccccc1CNc1nc2ccncc2n(C(C)C)c1=O	1	1
CCCCOc1ccc(CN2CCN(c3ccccn3)CC2)cc1	4	-4
COc1ccc(Cn2cnc([N+](=O)[O-])c2)cc1Br	0&-2	-1&0
COc1ccc(-n2c(SCC(=O)NC3CCCCC3)nc3n[nH]c(C)c3c2=N)cc1	79*	-3
C=CCn1c(=S)[nH]c2c(OC)c(OC)c(OC)cc2c1=O	.	5
S=C(NCc1cccnc1)SCc1cc(Cl)sc1Cl	.	-12
Cc1cccc(-n2cc(-c3ccc(Br)cc3)[nH]c2=O)c1	32	-4
CCCCCCCCN1CCS(=O)(=O)N(Cc2ccccc2)C(C(=O)OC)C1 (configuration not stated)	5	0
Cc1nn(C)cc1-c1cc2c([N+](=O)[O-])cc([N+](=O)[O-])cc2[nH]1	2	-7
O=C(Cc1cccs1)Nc1cccc(C(=O)c2ccccc2)c1	-4	-9
Cc1ccc(CNS(=O)(=O)c2cc(C(=O)Nc3ccc(C)c(F)c3)ccc2F)cc1	14	-2
O=C(CSc1ccccc1)N1CCc2c(nc(-c3ccc(F)cc3)[nH]c2=O)C1	6	2
Cc1onc(-c2ccccc2Cl)c1C(=O)N1CCN(c2ccc(F)cc2)CC1	4	1
O=C1OC(c2ccccc2)=N/C1=C/c1ccc(/C=C2/N=C(c3ccccc3)OC2=O)cc1	5	-2
COc1ccc(C(=O)Nc2ccc(Cl)c(Cl)c2)cc1	-15	9
COc1ccc(CNC2CC(=O)N(c3ccc(Cl)cc3)C2=O)cc1OC (configuration not stated)	-2	2
O=C(NC1CC2CC1CN2C(=O)Nc1ccccc1C(F)(F)F)c1ccccc1 (configuration not stated)	5	-1
Cc1[nH]n(-c2ccccc2)c(=O)c1C(=N)NC(=O)c1ccccc1	4	-12
Later entries.
SMILES	mHTT CaM bind	Pf apPOL inh
C#CC1(NC(=O)c2ccc(-c3ccc(CC)cc3)cc2)CCCCC1	.	1&1
CN1C(=O)C2(CCN(C(=O)Cc3ccc(Cl)cc3)C2)c2ccccc21 (configuration not stated)	16	3
O=C(Nc1nc(-c2ccc([N+](=O)[O-])cc2)cs1)c1ccc(Cl)cc1	0	-2
Cc1ccc(C(N)=NOC(=O)c2ccc(C#Cc3ccccc3)o2)cc1	.	2&3
O=C(NCC1CCN(Cc2ccccc2F)CC1)Nc1ccc(F)cc1	-1	-6
Cc1ccc(NS(=O)(=O)c2ccc(N3C(=O)CCC3=O)cc2)cc1	2	-6
Nc1nc(NC(=O)c2ccc(F)cc2)nn1-c1ccccc1	0	65*
CCCNC(=O)c1ccc2c(c1)n(Cc1ccccc1)c(=O)c1ccnn12	-3	-2
Cc1nc(C(F)(F)F)ccc1C(=O)NNC(=O)c1ccc(C(F)(F)F)cc1	.	-2
COc1cc(/C=C(\C#N)c2nc3ccccc3n2C)cc(OC)c1OC	0	-2
CCc1ccc(NC(=O)N2CCCC2c2c(C)noc2CC)cc1 (configuration not stated)	6	-3
O=C1OC(c2ccc(Cl)c(Cl)c2)=N/C1=C\c1cccs1	11	-1
Cc1cccc2nc(-c3cccc([N+](=O)[O-])c3)oc(=O)c12	4	-5
Cc1ccc2c(Nc3ccc(Cl)cc3)c(C(=O)N3CCOCC3)cnc2n1	-5	-2
CCOC(=O)Cn1nc(-n2cccn2)ccc1=O	2	3
CCc1cccc(NC(=O)CCS(=O)(=O)c2cc(Br)cc3c2N(C(C)=O)CC3)c1	9	0
Cc1ccccc1CNC(=O)C1(C)CCCN(C(=O)Nc2cccc(Cl)c2)C1 (configuration not stated)	1	-3
N/C(=N\OC(=O)CCCc1ccccc1)c1ccccn1	i	3
Cc1ccc(OCC(=O)Nc2ccc(S(=O)(=O)N3CCCC3)cc2)c(Br)c1	4	-14
O=C(CC12CC3CC(CC(C3)C1)C2)N1CCOCC1	.	-8
COCCCNC(=O)c1c[nH]c2ccc(S(=O)(=O)N(C)c3ccc(F)cc3)cc2c1=O	8	-8
CCOc1ccc(NC(=O)N2CCC3(CC2)NC(=O)c2ccc(Cl)cc2N3CC)cc1	5	-3
CCc1cc2c(=O)c(-c3nc4ccccc4[nH]3)coc2cc1OC(=O)N1CCOCC1	0	1
CCCCCCCCCCCC(=O)NN	.	3
CCOC(=O)N1CCC(NC(=O)Cc2csc(NC(=O)c3ccsc3)n2)CC1	0	-9
Cc1cc(SCC(=O)NCc2ccc3c(c2)OCO3)nc2ccccc12	-11	2
Cc1ccc(N=C2NC(=O)C(CO)(CO)S2)cc1	1	3
Cc1ccc(NC(=O)c2ccccc2)cc1F	-8	-2
Cc1cc(C)c(NC(=O)C(C)C)c(C)c1	-7	-7
CNC(=O)c1cnn2c(C(F)(F)F)cc(C(F)(F)F)nc12	.	0
COc1ccc(CN2CC(C(=O)NCCCOC(C)C)CC2=O)cc1 (configuration not stated)	-6	-7
CC(C)Cc1ccc(S(=O)(=O)n2cc([N+](=O)[O-])cn2)cc1	100*	-3
O=C(O)CCCNC(=O)c1ccc(Cl)cc1	-10	0
O=C(O)c1ccccc1-c1cc(C(=O)O)c2cc(Br)ccc2n1	-2	1

A draw from above in order of heavy-atom count, falling:
SMILES	mHTT CaM bind	Pf apPOL inh
COc1ccc(CN2CC(C(=O)NCCCOC(C)C)CC2=O)cc1 (configuration not stated)	-6	-7
O=C(O)c1ccccc1-c1cc(C(=O)O)c2cc(Br)ccc2n1	-2	1
O=C(O)CCCNC(=O)c1ccc(Cl)cc1	-10	0

Entries listed so far with an aryl methoxy group:
SMILES	mHTT CaM bind	Pf apPOL inh
COc1ccccc1N(CC(=O)NC1CC2CCC1C2)S(=O)(=O)c1ccc(C)cc1 (configuration not stated)	4	5
COc1ccccc1C1(C(=O)NCC2(O)CCc3ccccc3C2)CCOCC1 (configuration not stated)	5	2
COc1ccc(N2CC(C(=O)N3CCOCC3)CC2=O)cc1 (configuration not stated)	-2	2
COc1ccc(-c2noc(C3CCCN3C(=O)Nc3ccc(OC)c(OC)c3)n2)cc1 (configuration not stated)	28	-2
COc1cc(C(=O)n2nc(C)cc2C)cc(OC)c1OC	1	0
COc1ccc(C2=N/C(=C\c3c(F)cccc3Cl)C(=O)O2)cc1OC	7	0
COc1ccc(Cn2cnc([N+](=O)[O-])c2)cc1Br	0&-2	-1&0
COc1ccc(-n2c(SCC(=O)NC3CCCCC3)nc3n[nH]c(C)c3c2=N)cc1	79*	-3
C=CCn1c(=S)[nH]c2c(OC)c(OC)c(OC)cc2c1=O	.	5
COc1ccc(C(=O)Nc2ccc(Cl)c(Cl)c2)cc1	-15	9
COc1ccc(CNC2CC(=O)N(c3ccc(Cl)cc3)C2=O)cc1OC (configuration not stated)	-2	2
COc1cc(/C=C(\C#N)c2nc3ccccc3n2C)cc(OC)c1OC	0	-2
COc1ccc(CN2CC(C(=O)NCCCOC(C)C)CC2=O)cc1 (configuration not stated)	-6	-7

Bioassay records (PubChem BioAssay)
